FLuc counter: counter-screen for miR-21 project: firefly luciferase inhibitors or activators; P08659; AID 588342; Potency, µM (doses to about 57.5 µM), without a hit: top-dose activity change, negative = inhibition, actives largely listed as inhibitors; 360,000 compounds, 6.9% hits; purified FLuc, Km substrates, luminescence inhibition;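 also: plate controls were vehicle for no effect and reference inhibitor for full effect; nearly all actives have a fitted effect of over 55% in size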
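Purified P. pyralis luciferase, 10 nM final, with Km-level 10 uM D-luciferin and 10 uM ATP in 50 mM Tris acetate pH 7.5, 10 mM Mg acetate, 0.01% Tween-20, 0.05% BSA; 6-point qHTS titration about 60 µM downward; luminescence read.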
uPA generation: cell surface uPA generation inhibition | cell surface uPA generation assay, qHTS | Potency, µM (highest dose often 38.3 µM), without a hit: at the top dose activity change, negative = inhibition, usual class: inhibitors | 330,000 compounds, 0.31% hits | AID 540303; active = well fitted inhibition curve with a large enough effect; inconclusive = small, poorly fitted or top-dose-only effect; inactive = no such curve, though single readings can be large or run the other way; tested in mouse RAW 264.7 cells; also: % is scaled to controls: 0 for no effect and ±100 for the full control effect; nearly all actives have a fitted effect of over 55% in size
NPC1 promoter act: activates the NPC1 promoter; Huh7 NPC1 promoter luciferase reporter, 24 h; Potency, µM (doses to about 9.22 µM), for inactives: at the top dose activation, usual class: activators; 320,000 compounds, 2.4% hits;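 also: % of control where 0% means no effect; nearly all actives have a fitted effect of over 60% in size; reporter is driven by a mutant NPC1 promoter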
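In 1536-well qHTS, Huh7 cells harboring an NPC1 promoter–luciferase construct received compound for 24 h; activation was quantified by luminescence following luciferase reagent addition.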
Gal4-VP16 FLuc: Gal4-VP16 reporter inhibition counter-screen; Drosophila S2 Gal4-VP16 UAS-luciferase, luminescence, 20 h; Potency, µM (titrated, usually from 53.6 µM), without a hit: top-dose activity, negative = inhibition, most hits filed as inhibitors; 310,000 compounds, 3.5% hits; AID 2546;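 also: Gal4-VP16 expression switched on by copper sulfate through the metallothionein promoter; % is scaled to controls: 0 for no effect and ±100 for the full control effect; nearly all actives have a fitted effect of over 50% in size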
BRCA1 expr up: BRCA1 expression activation; Potency, µM (top dose mostly 46.1 µM), for inactives: at the top dose activation, hits mostly activators; 380,000 compounds, 1.1% hits; MCF7-BRCA1-FFLuc reporter, luminescence, 48 h; response scale: scaled: vehicle 0%, 10 µM genistein 100%; AID 624202; also: nearly all actives have a fitted effect of over 80% in size; some results filed as inactive show a strong effect at the top dose
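Luminescence from a BRCA1-driven firefly luciferase in MCF7 cells was the read-out, taken 15 min after substrate addition following 48 h compound exposure at 37 °C. Data were normalized to a 10 microM genistein control and DMSO vehicle.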
RORgamma inh: inhibitors of mouse ROR gamma transcriptional activity | P51450 | Drosophila S2 Gal4-RORgamma UAS-luciferase reporter, 20 h | Potency, µM (highest dose often 53.6 µM), for inactives: at the top dose activity change, negative = inhibition, most hits filed as inhibitors | 310,000 compounds, 5.4% hits | AID 2551; also: % is scaled to controls: 0 for no effect and ±100 for the full control effect; nearly all actives have a fitted effect of over 60% in size
Target sequence (P51450 whole entry, looked up, the tested form may be a part): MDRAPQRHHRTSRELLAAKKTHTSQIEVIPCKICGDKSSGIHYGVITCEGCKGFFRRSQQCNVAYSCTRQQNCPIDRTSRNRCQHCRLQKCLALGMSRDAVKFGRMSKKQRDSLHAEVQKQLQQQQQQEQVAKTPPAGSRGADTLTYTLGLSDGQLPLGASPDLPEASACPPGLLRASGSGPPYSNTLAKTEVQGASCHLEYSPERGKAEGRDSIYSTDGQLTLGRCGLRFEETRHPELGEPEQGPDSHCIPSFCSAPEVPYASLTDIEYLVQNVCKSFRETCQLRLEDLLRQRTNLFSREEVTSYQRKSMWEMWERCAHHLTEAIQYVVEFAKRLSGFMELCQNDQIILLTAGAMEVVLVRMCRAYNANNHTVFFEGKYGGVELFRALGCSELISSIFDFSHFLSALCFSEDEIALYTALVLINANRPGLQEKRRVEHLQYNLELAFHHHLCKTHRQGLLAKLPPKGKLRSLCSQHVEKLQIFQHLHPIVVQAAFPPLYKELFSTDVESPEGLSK
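Drosophila Schneider cells stably carrying a metallothionein-driven Gal4 DBD–ROR gamma fusion and a UAS-Photinus luciferase reporter were exposed to compound for 1 hr, then induced with copper sulfate (700 uM final) for 20 hr at ambient temperature before luminescence reading.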
CXXC DNA block: MLL CXXC-DNA interaction inhibition | AID 2662 | Q03164 | MLL-CXXC / FITC-HOXA9 DNA fluorescence polarization | Potency, µM (doses to about 115 µM), for inactives: at the highest dose activity change, negative = inhibition, most hits filed as inhibitors | 290,000 compounds, 0.037% hits; active = well fitted inhibition curve with a large enough effect in the polarisation, with a control signal flat, not every such curve was filed as active; inconclusive = small, poorly fitted or top-dose-only effect, or effect the other way, or a change in a side signal; inactive = no such curve, though single readings can be large or run the other way; the % refers to the polarisation
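Fluorescence polarization: 7 uM MLL-CXXC (stock) preincubated 5 min with compounds, then 50 nM fluorescein-HOX-A9 DNA (stock) added; 30 min ambient. Buffer 50 mM Tris-HCl pH 7.5, 50 mM NaCl, 1 mM DTT, 0.05% BSA.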
p53 reactivation: restores transcriptional activity of mutant p53. H1299 p53-A138V BP100-luciferase reporter, luminescence, 24 h. Potency, µM (highest dose often 92.2 µM), without a hit: at the highest dose activity change, positive = activation, hits mostly activators. 320,000 compounds, 0.063% hits. AID 504706; also: % of control where 0% means no effect; nearly all actives have a fitted effect of over 45% in size
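p53-null H1299 cells stably carrying temperature-sensitive p53-A138V and a BP100-luciferase reporter were pinned with compounds (4-point, 1:5 series) and held 24 hrs at 37 deg C. Luminescence was read 10 min after detection reagent.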
MBNL1-CUG inh: inhibitors of human MBNL1 binding to CUG repeat RNA; Potency, µM (series often up to 57.5 µM), for the others: at the top dose activity change, negative = inhibition, hits mostly inhibitors; AID 2675; Q9NR56; 280,000 compounds, 0.036% hits; TR-FRET MBNL1-His/biotin-(CUG)12 binding, 665/545 ratio; active = well fitted inhibition curve with a large enough effect in the signal ratio, with a control signal flat, not every such curve was filed as active; inconclusive = small, poorly fitted or top-dose-only effect, or effect the other way, or a change in a side signal; inactive = no such curve, though single readings can be large or run the other way; the % refers to the signal ratio; also: % is scaled to controls: 0 for no effect and ±100 for the full control effect
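TR-FRET readout: Ex 340 nm, 665/545 nm emission ratio, normalized to buffer-only (basal) and MBNL1-(CUG)12 controls. Complex of MBNL1-His with Biotin-(CUG)12, compounds 92 nM–58 uM, incubated 60 min at room temperature.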
ELG1 genotoxic: genotoxicity induction in ELG1-luciferase HEK293T cells | HEK293T ELG1-luciferase reporter, luminescence, 16 h | Potency, µM (top dose mostly 46 µM), for inactives: at the highest dose activity change, positive = activation, hits mostly activators | 330,000 compounds, 1.3% hits; also: % of control where 0% means no effect; nearly all actives have a fitted effect of over 60% in size
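Luminescence read-out: rising ELG1-luciferase signal, reflecting elevated ELG1 protein under genetic stress, flags genotoxic compounds. Cells were treated for 16 hr at 37 °C before ONE-Glo detection.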
Rab9 prom act: activates the Rab9 promoter; Huh7 Rab9 promoter-luciferase reporter, luminescence, 24 h; Potency, µM (doses to about 9.22 µM), for inactives: top-dose activation, negative = inhibition, most hits filed as activators; 320,000 compounds, 2.8% hits; AID 485297; also: % of control where 0% means no effect; nearly all actives have a fitted effect of over 60% in size
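Quantitative HTS format; Huh7 Rab9-luciferase reporter cells (1500/well) receive compound 2 h post-plating, incubate 24 h at 37 °C, then get luciferase reagent for 10 min before luminescence reading.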
Starred values were filed as active, the others as inactive; [ ] = dose if it differs, or a comment. Unless noted, calls follow the shape of the dose curve; as a rule, active = well fitted curve in the direction sought with a large enough effect; inconclusive = small, poorly fitted or top-dose-only effect, or another doubt; inactive = no such curve, though single readings can be large; an effect the other way counts as inactive or inconclusive. Potency is read from the fitted curve at half-maximal effect. Only part of the results is shown. The share of hits here may be higher or lower than overall.

`COc1cc(/C=N/S(=O)(=O)c2ccccc2)cc(OC)c1O` gave FLuc counter 5%, uPA generation -7%, NPC1 promoter act 1%, Gal4-VP16 FLuc -5%, BRCA1 expr up 14%, RORgamma inh 4%, CXXC DNA block 5%, p53 reactivation 2%, MBNL1-CUG inh 2%, ELG1 genotoxic -2%[9.26 µM] and Rab9 prom act -5%.
Screening O=C(N=C1SC2CS(=O)(=O)CC2N1Cc1ccc(Cl)cc1)C1CC1 (stereo not drawn) returned FLuc counter 3%, uPA generation -1%, NPC1 promoter act 0%, Gal4-VP16 FLuc 0%, BRCA1 expr up -6%, RORgamma inh 2%, CXXC DNA block 6%, p53 reactivation 3%, MBNL1-CUG inh -5%, ELG1 genotoxic 3% and Rab9 prom act 12%.
O=C(COc1cccc2cccnc12)Nc1nccs1 was read as FLuc counter 12µM*, uPA generation -6%, NPC1 promoter act inconclusive, Gal4-VP16 FLuc 18µM*, BRCA1 expr up 77%, RORgamma inh inconclusive, CXXC DNA block 7%, p53 reactivation inconclusive, MBNL1-CUG inh 6%, ELG1 genotoxic inconclusive and Rab9 prom act 4µM*.
For O=C(COc1ccccc1)NNC1=NS(=O)(=O)c2ccccc21 the results were FLuc counter 24µM*, uPA generation 5%, NPC1 promoter act -2%, Gal4-VP16 FLuc -1%, BRCA1 expr up 34%, RORgamma inh -4%, CXXC DNA block -5%, p53 reactivation -1%, MBNL1-CUG inh 1%, ELG1 genotoxic 4% and Rab9 prom act 17%.
For NC(=O)c1cnn2c1NC(c1ccc(F)cc1)CC2C(F)(F)F (stereo not drawn) the results were FLuc counter 2%, uPA generation 0%, NPC1 promoter act 1%, Gal4-VP16 FLuc -30%, BRCA1 expr up 3%, RORgamma inh 19%, CXXC DNA block -2%, p53 reactivation -9%, MBNL1-CUG inh 2%, ELG1 genotoxic -3% and Rab9 prom act -1%.
For CCOC(=O)c1c(C)c2c(n1C)CCC/C2=N\O the results were FLuc counter -18%, uPA generation -3%, NPC1 promoter act 14%, Gal4-VP16 FLuc 22%, BRCA1 expr up 22%, RORgamma inh 11%, CXXC DNA block 0%, p53 reactivation 4%, MBNL1-CUG inh -1%, ELG1 genotoxic -1% and Rab9 prom act 4%.

Arranged by SMILES length (ascending): some entries from above
O=C(COc1cccc2cccnc12)Nc1nccs1 was read as FLuc counter 12µM*, uPA generation -6%, NPC1 promoter act inconclusive, Gal4-VP16 FLuc 18µM*, BRCA1 expr up 77%, RORgamma inh inconclusive, CXXC DNA block 7%, p53 reactivation inconclusive, MBNL1-CUG inh 6%, ELG1 genotoxic inconclusive and Rab9 prom act 4µM*.
For CCOC(=O)c1c(C)c2c(n1C)CCC/C2=N\O the results were FLuc counter -18%, uPA generation -3%, NPC1 promoter act 14%, Gal4-VP16 FLuc 22%, BRCA1 expr up 22%, RORgamma inh 11%, CXXC DNA block 0%, p53 reactivation 4%, MBNL1-CUG inh -1%, ELG1 genotoxic -1% and Rab9 prom act 4%.
`COc1cc(/C=N/S(=O)(=O)c2ccccc2)cc(OC)c1O` gave FLuc counter 5%, uPA generation -7%, NPC1 promoter act 1%, Gal4-VP16 FLuc -5%, BRCA1 expr up 14%, RORgamma inh 4%, CXXC DNA block 5%, p53 reactivation 2%, MBNL1-CUG inh 2%, ELG1 genotoxic -2%[9.26 µM] and Rab9 prom act -5%.

Source: PubChem
